Myeloid diff 2: compounds promoting myeloid differentiation. calls only at 10 µM. 360,000 tested, 1% active. AID 624256. ER-HoxA9 myeloid progenitors, lysozyme-GFP differentiation, flow cytometry;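 active = normalized GFP-positive differentiation at or above the plate's own cutoff, the solvent-only control mean plus 3 SD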;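 note: cells exposed to compound for four days before flow analysis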
GPR35 antagonists: GPR35 antagonists blocking zaprinast-driven arrestin recruitment, primary screen, imaging, U2OS, beta-arrestin-GFP, zaprinast agonist (AID 2058). U2OS GPR35 beta-arrestin-GFP translocation imaging, zaprinast antagonism; higher % means a stronger effect. inhibition, % at 10 µM; hits with a dose series show IC50 in µM. 290,000 tested, 0.052% active;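 active = inhibition of at least 50% with at least 30 cells and total cytoplasm GFP at most 10,000,000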
GPR55 antagonists: inhibition of LPI-stimulated GPR55 beta-arrestin translocation – imaging, U2OS, beta-arrestin-GFP, LPI agonist, primary screen (AID 2013); U2OS GPR55 beta-arrestin-GFP translocation imaging, LPI antagonism; higher % means a stronger effect; inhibition, % at 10 µM; hits with a dose series show IC50 in µM; 290,000 tested, 0.13% active;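 active = spots per cell inhibited over 60%, with over 100 cells counted and total cytoplasm intensity under 500,000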;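 note: U2OS cells stably carrying GPR55 and arrestin-GFP stimulated by 5 µM LPI near EC80; imaged beta-arrestin-GFP aggregate spots per cell after agonist stimulation; plate controls were LPI-stimulated DMSO wells for no effect and DMSO wells without LPI for full effect; some results filed as inactive read as strong as hits; confirmed hits need IC50 under 10 µM and bright autofluorescent wells are also inconclusive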
NOD1 NF-kB reporter: NOD1 signaling inhibitors, primary screen, cell-based, luminescence, uHTS (AID 1578); NOD1-driven NF-kB luciferase reporter cells, luminescence; higher % means a stronger effect; inhibition, % at 4 µM, or EC50 in µM where a hit was titrated; 290,000 tested, 1% active; in the data active = inhibition mostly above about 36%, no sharp cut-off; inactive = mostly below about 34%;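 note: HEK-293T reporter cells stimulated with the NOD1 agonist gamma-tri-DAP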
KOR beta-arrestin-1: kappa opioid receptor activators – cell-based, luminescence, uHTS, primary screen (AID 1777) | KOR beta-arrestin recruitment, luminescence; higher % means a stronger effect | one-dose activation, % at 10 µM; EC50 in µM for titrated hits | 280,000 tested, 0.02% active; in the data active = activation above about 50%, passing the limit was not always enough; note: a part of the inactive calls stands beside numbers as strong as those of hits
HEK293 NOD2/NF-kB: NOD2 signaling inhibitors, cell-based, luminescence, uHTS, HEK293 (AID 1566); inhibition, % at 4 µM; hits with a dose series show EC50 in µM; 290,000 tested, 0.63% active; HEK293 NOD2/NF-kB luciferase reporter, luminescence; higher % means a stronger effect; note: many of its hits are not listed in these tables
HIV fusion peptide: inhibitors of HIV fusion peptide binding, primary screen, biochemical, uHTS, fluorescence dequenching (AID 1986) | cell-free peptide binding, fluorescence dequenching, 30 min; higher % means a stronger effect | inhibition, % at 20 µM; hits with a dose series show IC50 in µM | 290,000 tested, 0.3% active; in the data active = inhibition mostly above about 52%, no sharp cut-off; inactive = mostly below about 76%; note: some results filed as inactive read as strong as hits
KOR beta-arrestin-2: KOR antagonists, beta-arrestin recruitment, cell-based, luminescence, uHTS (AID 1778); 290,000 tested, 0.091% active; inhibition, % at 10 µM, or IC50 in µM where a hit was titrated; KOR beta-arrestin recruitment, luminescence, antagonist mode; higher % means a stronger effect; note: strong numbers were not always called active
GPR55 activation: GPR55 agonists via beta-arrestin recruitment, primary screen, imaging, U2OS cells, beta-arrestin-GFP redistribution (AID 1961) | 290,000 tested, 0.048% active | activation, % at 10 µM, or EC50 in µM where a hit was titrated | U2OS GPR55 beta-arrestin-GFP redistribution imaging; higher % means a stronger effect;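 active = activation above 40% with more than 50 cells counted in the well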;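 note: U2OS osteosarcoma cells stably expressing GPR55 and beta-arrestin-GFP; plate controls were DMSO negative control for no effect and LPI positive control for full effect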
Myeloid diff 2 GFP+ MAC1+ %: recorded beside Myeloid diff 2, whose call it bears; GFP+ MAC1+ double positive, %; measured here: differentiation confirmed by MAC1 staining
The depositor's hits bear a star; i = inactive; x = not tested or not shown; [ ] = another dose, or the depositor's remark. Cut-off read from the data, not from the text of the source, unless noted: active = inhibition above about 50%; inactive = the rest. This is a subset; rates above refer to the full screens.

SMILES	Myeloid diff 2	Myeloid diff 2 GFP+ MAC1+ %	GPR35 antagonists	GPR55 antagonists	NOD1 NF-kB reporter	KOR beta-arrestin-1	HEK293 NOD2/NF-kB	HIV fusion peptide	KOR beta-arrestin-2	GPR55 activation
CCOC(=O)CC1C(=O)NCCN1Cc1ccc(OC)c(OC)c1 (centres undefined)	i	1.9	7%	-2%	2%	-5.9%	8%	1.9%	14%	0.1%
CCC1(c2ccccc2)NC(=S)N(c2ccc(C)cc2)N1 (centres undefined)	i	0.5	-15%	4%	-44%	-3.3%	-111%	-0.7%	38%	-0.5%
CC(C)[C@H](NC(=O)N1CCn2c1nc1ccccc12)C(=O)NCC1CCCO1 (some centres undefined)	i	0.7	-6%	-4%	-12%	x	3%	0.9%	x	-0.2%
CCOCCCN1C(=O)CN(C2CCCCC2)C(=O)C1c1ccc(OC)c(OC)c1 (centres undefined)	i	6.3	12%	29%	9%	-0.1%	9%	1.7%	26%	-0.1%
Cc1ccc(C(C(=O)Nc2ccc3c(c2)OCO3)N(C)C(=O)/C=C\c2ccc3c(c2)OCO3)cc1 (centres undefined)	i	0.9	-2%	5%	-50%	4.3%	-33%	1.2%	31%	-0.3%
Cc1ccc(C(=O)NCc2ccncc2)cc1S(=O)(=O)N1CCOCC1	i	0.5	-6%	16%	-19%	-3.8%	14%	1.8%	-9%	0.2%
COC(=O)c1cnc(Nc2cc(C)ccc2OC)c2ccccc12	i	0.1	-6%	4%	-14%	2.0%	-10%	-1.2%	-3%	0.0%
CSc1ccccc1NC(=O)COC(=O)c1ccccc1Cc1ccccc1	i	0.6	6%	9%	-25%	8.4%	-13%	0.3%	-5%	-0.3%
COC(=O)c1ccc(Oc2nc(N3CCCCC3)nc(N3CCOCC3)n2)cc1	i	5.5	9%	4%	x	-2.5%	12%	0.9%	5%	0.3%
O=C(Nc1cccc(-c2csc(Nc3ccc(Cl)cc3)n2)c1)c1cc([N+](=O)[O-])cc(C(F)(F)F)c1	i	0.5	-4%	-9%	4%	-2.8%	17%	1.9%	-31%	-0.1%
COC(=O)c1cccc(NC(=O)/C=C/c2ccc3c(c2)OCO3)c1	i	0.8	-5%	7%	69%	9.1%	-105%	-1.3%	-10%	-0.2%
Cc1ccc(NC(=O)NCC2CCN(Cc3cccc(Cl)c3)CC2)c(Cl)c1	i	0.0	-4%	11%	-10%	8.0%	-3%	-0.3%	-8%	0.1%
Cc1ccc(NS(=O)(=O)c2ccc(C(=O)N3CCN(c4ncccn4)CC3)cc2)cc1	i	0.9	8%	1%	x	4.9%	x	0.2%	-20%	0.2%
Cc1nn(-c2nc3ccccc3s2)c(C)c1Oc1ccccc1O	i	5.8	-2%	-3%	-68%	-4.3%	-186%	-2.1%	8%	-0.1%
Cc1cc(C)cc(N2C(=O)C3CCCN3C2=S)c1 (centres undefined)	i	0.6	6%	-2%	-15%	-4.6%	6%	0.1%	-17%	0.6%
CCCCC(=O)Nc1nnc(C2=COCCO2)o1	i	0.6	2%	-3%	-47%	-3.2%	15%	1.6%	-26%	-0.1%
COC(=O)CN1C(=S)N(c2ccc(F)cc2)C(=O)C1CC(=O)Nc1ccc(F)cc1 (centres undefined)	i	0.6	4%	-13%	-2%	0.8%	7%	0.8%	-6%	0.2%
Cc1ccc(C(=O)Nc2ccc(NC(=O)c3cccs3)cc2)c(C)c1	i	0.1	-12%	-9%	55%	5.4%	3%	1.3%	-10%	-0.2%
CCOc1ncccc1C(=O)OCC(=O)Nc1c(C)cc(C)cc1C	i	1.0	10%	8%	3%	3.3%	1%	-0.9%	-19%	0.2%
Cn1cccc1CC(=O)NNC(=S)NC(=O)c1ccc(F)cc1	i	0.5	8%	-3%	5%	1.2%	-12%	11%	-7%	-0.1%
COc1ccc(OC)c(NC(=O)C2CCCN2C(=O)OCc2ccccc2)c1 (centres undefined)	i	0.8	-10%	-8%	10%	6.1%	-9%	-0.1%	-39%	-0.1%
Cc1cccc(Nc2nc(N)c([N+](=O)[O-])c(N3CCC(C)CC3)n2)c1	i	0.5	-3%	-15%	-1%	4.3%	11%	0.8%	14%	-0.3%
O=C(O)CCCC(=O)Nc1ccc(C(=O)N2CCCCC2)cc1	i	3.9	0%	18%	-20%	-0.7%	8%	0.8%	29%	0.2%
COCc1[nH]nc2c1C(c1cc(OC)c(O)c(OC)c1)C(C#N)=C(N)O2 (centres undefined)	i	0.8	-2%	-6%	15%	-4.9%	2%	11%	-4%	-0.2%
Cc1ccc(S(=O)(=O)NCCC(=O)N2CCCCC2)cc1	x	x	27%	12%	-11%	2.6%	4%	0.6%	-18%	-0.2%
COC(=O)c1ccccc1NC(=O)CSc1n[nH]c(-c2cccnc2)n1	i	0.4	1%	4%	-14%	x	-27%	1.9%	-9%[20 µM]	-0.1%
CC(=O)N1CCC(N(CCN2CCOCC2)C(=S)Nc2cc(C)cc(C)c2)CC1	i	0.3	-20%	-5%	-35%	-6.0%	-5%	-1.5%	0%	0.0%
COc1ccc(CC(NC(C)=O)C(=O)NC2CCN(C(=O)Nc3ccc(C#N)cc3)CC2)cc1OC (centres undefined)	i	6.8	-12%	4%	6%	-3.5%	8%	-0.4%	26%	-0.1%
COc1ccccc1C(=O)Nc1ccc(N2CCN(C(C)=O)CC2)cc1	i	0.1	2%	0%	-28%	-8.4%	16%	-0.9%	19%[20 µM]	-0.1%
O=C(Oc1ccc2c3c(c(=O)oc2c1)CCCC3)c1ccco1	i	0.8	18%	3%	9%	-2.1%	17%	0.4%	9%	-0.1%
COc1ccc(S(=O)(=O)N2CCOCC2)cc1Br	i	0.3	-11%	-1%	-24%	-4.6%	-8%	-0.1%	-20%[20 µM]	-0.1%
CC(=O)c1ccc(N2C(=O)C3C(C2=O)C(C(=O)c2ccc(Cl)cc2)N2CCCC32)cc1 (centres undefined)	x	x	12%	-7%	-11%	-3.5%	3%	29%	-1%	-0.1%
Cc1cc(=O)oc2cc(OCC(=O)OCC(=O)NCc3ccc4c(c3)OCO4)ccc12	i	1.3	5%	7%	-4%	1.6%	0%	-0.7%	-4%	-0.1%
COCCNC(=O)c1cc(Sc2nnc(C)s2)nc2ccccc12	x	x	1%	11%	-10%	-1.4%	13%	0.3%	4%	0.3%
Cc1ccc(S(=O)(=O)NC2=NCN(Cc3cccnc3)CN2)cc1	i	3.1	-4%	-5%	-13%	0.6%	-4%	1.8%	-17%	-0.3%
Cc1cc(C)c(NC(=O)CSc2nnc(-c3ccncc3)n2Cc2ccco2)c(Cl)c1	i	0.8	-6%	-15%	16%	39%	-31%	35%	-8%	-0.4%

Results in Myeloid diff 2 GFP+ MAC1+ %, HIV fusion peptide and KOR beta-arrestin-1 (2 entries from above):
| compound | Myeloid diff 2 GFP+ MAC1+ % | HIV fusion peptide | KOR beta-arrestin-1 |
| --- | --- | --- | --- |
| Cc1cc(=O)oc2cc(OCC(=O)OCC(=O)NCc3ccc4c(c3)OCO4)ccc12 | 1.3 | -0.7% | 1.6% |
| Cc1cc(C)c(NC(=O)CSc2nnc(-c3ccncc3)n2Cc2ccco2)c(Cl)c1 | 0.8 | 35% | 39% |

New compounds follow.
SMILES	Myeloid diff 2	Myeloid diff 2 GFP+ MAC1+ %	GPR35 antagonists	GPR55 antagonists	NOD1 NF-kB reporter	KOR beta-arrestin-1	HEK293 NOD2/NF-kB	HIV fusion peptide	KOR beta-arrestin-2	GPR55 activation
CCOc1ccccc1N1CN(C2CCCCC2)CNC1=S	i	0.5	2%	8%	-14%	1.8%	-2%	-1.4%	28%	-0.2%
O=C(O)c1ccccc1C(=O)c1cccc2ccccc12	i	0.4	7%	-2%	0%	1.2%	22%	3.3%	-15%	0.0%
Cc1cccc(OCC(=O)NCCNC(=O)c2cccnc2)c1	i	0.4	0%	4%	7%	1.2%	10%	2.2%	-35%	1.2%
CCCN(CC(=O)Nc1ccccc1C)C(=O)c1cccc(-n2cnnn2)c1	i	1.9	-5%	11%	-37%	4.1%	3%	0.5%	-8%	0.0%
CCNC(=O)C1=C(O)c2sccc2N(C)S1(=O)=O	i	0.1	5%	-3%	-39%	-1.1%	4%	-1.3%	6%	2.5%
Cc1ccnc(N2CCC(C(=O)NCc3ccc(F)cc3)CC2)n1	i	0.8	22%	1%	-38%	-2.7%	1%	-0.5%	-20%[20 µM]	-0.1%
CCNS(=O)(=O)c1ccc(CCC(=O)N2CCN(Cc3ccccc3)CC2)cc1	i	0.7	1%	0%	14%	-1.5%	30%	1.5%	-6%	-0.1%
Cc1ccc(S(=O)(=O)NCC(=O)NCC(=O)N(C)Cc2ccc3ccccc3c2)cc1C	i	2.1	-14%	-7%	15%	-1.8%	18%	0.6%	-41%	-0.2%
NS(=O)(=O)c1ccc(CNc2nc(-c3cccnc3)nc3ccccc23)cc1	x	x	4%	-10%	-7%	-2.7%	17%	-0.3%	15%	0.3%
CCn1nc(C(=O)NCCc2ccc(S(N)(=O)=O)cc2)c2ccccc2c1=O	i	3.2	-10%	4%	-24%	-5.3%	13%	0.3%	4%	-0.2%
CCn1nc(C(=O)NCc2ccco2)c(Cl)c1Cl	i	0.8	-2%	11%	-3%	6.0%	2%	1.7%	-16%	0.0%
Cc1cccc(C)c1NC(=O)CC(NCCc1ccccc1)C(=O)O (centres undefined)	i	0.6	-11%	4%	-26%	2.6%	7%	0.3%	-9%	0.0%
CCOC(=O)c1nnn2c1nc(N1CCCCC1)c1ccccc12	i	0.3	-3%	-7%	-8%	0.1%	-9%	1.8%	-24%	-0.1%
COc1cc(-c2nc(CN3CCN(c4ncccn4)CC3)c(C)o2)ccc1F	i	0.0	7%	3%	-29%	x	18%	-0.7%	15%[20 µM]	-0.1%
CC(C)(C)C(=O)COC(=O)c1cccc(NC(=O)c2ccco2)c1	i	0.9	5%	-12%	-9%	-1.7%	-14%	1.7%	5%	0.0%
O=c1[nH]c2cc(Cl)ccc2n1-c1ccccc1	i	0.9	-8%	19%	-37%	-2.1%	-2%	-3.1%	32%	0.3%
Cc1ccc(C(=O)NC(=S)Nn2cnnc2)cc1	i	0.3	3%	2%	-28%	-4.9%	8%	-1.3%	10%	-0.1%
Cc1cccc(-c2noc(CCC(=O)NCC3CCCO3)n2)c1 (centres undefined)	i	1.7	1%	6%	-19%	-1.3%	-1%	-2.4%	9%	0.1%
COc1ccccc1OCCCn1c(=O)oc2ccccc21	i	0.5	10%	-1%	-32%	-0.4%	-24%	0.1%	27%	-0.1%
CN1CCN(S(=O)(=O)c2ccc(Cl)c3ccccc23)CC1	i	0.0	16%	9%	-10%	-2.0%	2%	0.1%	4%	-0.2%
CN(C(=O)CSc1nc2ccccc2n1CCc1ccccc1)C1CCS(=O)(=O)C1 (centres undefined)	i	0.3	10%	11%	10%	3.1%	-2%	-1.1%	15%	0.2%
CCOc1ccc(C(=O)CN2CCN(S(=O)(=O)c3ccc(F)cc3)CC2)cc1	i	0.5	4%	10%	4%	-0.6%	10%	-1.9%	1%	0.8%
Cc1ccc2[nH]c3c(c2c1)SC(C)(C)CC3=O	i	0.5	-5%	-7%	-16%	5.3%	1%	-1.1%	-19%	3.7%

From PubChem
